RXFP1 agonist: agonists of human relaxin receptor RXFP1; Q9HBX9; HEK293T-RXFP1 cAMP TR-FRET, 30 min; response scale: percent of porcine relaxin response, buffer zero; Potency, µM (titrated, usually from 57.5 µM), for the others: at the highest dose activation, usual class: activators; actives 0.3% (n = 370,000); further: potency means the concentration at half of the fitted maximal effect; on the % scale 0 is the no-effect control and ±100 the full control effect; nearly all actives have a fitted effect of over 60% in size; many of its hits are not listed in these tables
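cAMP rise read by TR-FRET after 30 min, 37C compound exposure (up to 58 uM) in RXFP1-transfected HEK293 cells with Ro 20174 present. EC50 from Hill-equation fits, with 29 nM porcine relaxin as 100% and buffer as basal.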
PI4K2A inh: PI4K2A (human) kinase inhibition; Q9BTU6; purified PI4K2A, ADP-Glo luminescence, 1 h; active compounds read low; activity change, negative = inhibition, % at 76.9 µM; actives 0.13% (n = 420,000); AID 1346378; in the data active means activity change below about -50%; inconclusive means mostly about -30% to -49%;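 further: -100% = wells without enzyme as full effect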
Target sequence (Q9BTU6 whole entry, looked up): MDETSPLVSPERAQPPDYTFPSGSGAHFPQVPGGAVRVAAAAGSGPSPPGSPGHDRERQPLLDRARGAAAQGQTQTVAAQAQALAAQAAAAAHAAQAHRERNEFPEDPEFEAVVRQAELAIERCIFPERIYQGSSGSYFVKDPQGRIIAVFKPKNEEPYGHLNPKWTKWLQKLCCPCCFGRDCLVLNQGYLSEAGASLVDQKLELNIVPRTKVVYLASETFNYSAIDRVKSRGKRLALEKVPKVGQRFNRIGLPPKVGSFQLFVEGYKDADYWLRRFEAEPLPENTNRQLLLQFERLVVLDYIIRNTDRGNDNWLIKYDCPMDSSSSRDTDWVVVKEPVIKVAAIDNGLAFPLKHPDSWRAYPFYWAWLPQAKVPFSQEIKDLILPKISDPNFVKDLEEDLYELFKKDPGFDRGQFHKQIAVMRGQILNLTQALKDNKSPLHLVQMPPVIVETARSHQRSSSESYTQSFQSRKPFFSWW
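Compounds are screened against recombinant PI4K2A using PI as substrate and ATP, the latter dispensed at 300 microM. Reactions run one hour at ambient temperature before ADP-Glo detection; full inhibition defined by wells lacking enzyme.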
TrxR1 substrate: rat thioredoxin reductase 1 substrate activity; O89049; Potency, µM (doses to about 114 µM), for inactives: top-dose activity change, negative = substrate turnover; purified TrxR1 substrate turnover, NADPH consumption readout; actives 0.01% (n = 390,000); further: potency means the concentration at half of the fitted maximal effect; on the % scale 0 is the no-effect control and ±100 the full control effect; nearly all actives have a fitted effect of over 50% in size
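Rat TrxR1, dispensed at 90 nM, was prereduced with 400 uM NADPH (final) for 5 min at ~22 deg C, then incubated with compound 15 min before 400 uM selenite. A first-read NADPH fluorescence drop versus no-compound background flagged substrates.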
USP1 inh: blocks the human USP1/UAF1 deubiquitinase complex | O94782 | recombinant USP1/UAF1, Ub-Rhodamine cleavage fluorescence | Potency, µM (series often up to 57.1 µM), without a hit: at the highest dose activity change, negative = inhibition, usual class: inhibitors | actives 0.23% (n = 390,000) | AID 743255; further: potency means the concentration at half of the fitted maximal effect; on the % scale 0 is the no-effect control and ±100 the full control effect; nearly all actives have a fitted effect of over 60% in size; inactives centre near -12
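In this screen, compounds sit with the deubiquitinase complex (1nM) for 15 min at room temperature before Ub-Rho is added at 150nM final. Fluorescence rise is then followed for 6 reads every 60 seconds.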
Vif-A3G inh: inhibitors of Vif-APOBEC3G interaction; Potency, µM (highest dose often 46.1 µM), without a hit: at the top dose activity, negative = active, actives largely listed as inhibitors; actives 0.076% (n = 410,000); HeLa A3G-eYFP + Vif (tagged APOBEC3G with the HIV-1 protein that degrades it), YFP fluorescence, overnight; Q9HC16; AID 602310;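 further: potency means the concentration at half of the fitted maximal effect; on the % scale 0 is the no-effect control and ±100 the full control effect; nearly all actives have a fitted effect of over 60% in size; hits raise eYFP signal because A3G escapes Vif-driven loss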
Target sequence (Q9HC16 whole entry, looked up): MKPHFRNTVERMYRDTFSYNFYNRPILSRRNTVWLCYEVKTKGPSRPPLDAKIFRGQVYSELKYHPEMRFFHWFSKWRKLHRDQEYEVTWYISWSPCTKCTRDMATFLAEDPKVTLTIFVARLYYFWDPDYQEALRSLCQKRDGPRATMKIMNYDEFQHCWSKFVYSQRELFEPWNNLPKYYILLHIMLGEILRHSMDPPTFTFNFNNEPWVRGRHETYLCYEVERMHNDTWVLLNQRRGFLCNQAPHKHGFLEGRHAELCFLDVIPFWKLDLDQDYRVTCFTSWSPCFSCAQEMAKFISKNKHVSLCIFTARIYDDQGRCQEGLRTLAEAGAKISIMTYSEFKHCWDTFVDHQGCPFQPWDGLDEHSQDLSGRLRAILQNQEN
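HeLa cells stably expressing Vif and C-terminally eYFP-tagged A3G, seeded overnight at 37 deg C, then exposed to compound by pintool overnight at 37 deg C. Rise in yellow fluorescence (Ex 488/Em 500-530, Acumen) marks blocked Vif-driven A3G degradation.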
Vif-A3F inh: blocks the Vif interaction with APOBEC3F | HeLa A3F-eYFP + Vif (tagged APOBEC3F with the HIV-1 protein that degrades it), YFP fluorescence increase | Potency, µM (titrated, usually from 46.1 µM), for inactives: at the top dose activity, negative = active | actives 0.2% (n = 390,000) | AID 602313; further: potency means the concentration at half of the fitted maximal effect; % of control where 0% means no effect; nearly all actives have a fitted effect of over 65% in size
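Fluorescence increase (Ex 488/Em 500-530) after overnight compound treatment at 37 deg C flags inhibition of Vif-driven A3F-eYFP loss in stable HeLa A3F-eYFP/Vif cells seeded overnight beforehand.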
LDHA inh: LDHA (human) enzyme inhibition; P00338; purified LDHA, NADH/diaphorase-resazurin fluorescence; active compounds read low; activity change, % (values are at about 110 or 230 µM); actives 0.15% (n = 480,000); AID 1347041; in the data active means activity change below about -30%; inconclusive means mostly about -25% to -30%;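 further: plate controls were DMSO wells for no effect and wells without enzyme for full effect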
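Remaining NADH was detected by diaphorase (0.133 mg/mL) converting 37 µM resazurin to fluorescent resorufin, read at 0 and 20 minutes. The preceding 5-minute room-temperature reaction used 2 nM LDHA, 0.2 mM sodium pyruvate and 0.06 mM NADH at pH 7.4.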
mIDH1 inhibitor: human IDH1 R132H inhibition; AID 602179; Potency, µM (highest dose often 76.6 µM), for inactives: at the top dose activity change, negative = inhibition, actives largely listed as inhibitors; O75874; actives 0.093% (n = 390,000); IDH1-R132H enzyme, NADPH consumption, diaphorase/resazurin fluorescence; further: potency means the concentration at half of the fitted maximal effect; on the % scale 0 is the no-effect control and ±100 the full control effect; nearly all actives have a fitted effect of over 65% in size
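IDH1-R132H (0.5 ug/mL dispensed) in pH 7.5 Tris buffer was preincubated 30 min with compound, then given a substrate mix of 0.016 mM NADPH and 2 mM alpha-KG for 80 min at room temperature; remaining NADPH was read by diaphorase/resazurin fluorescence.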
GRP78 ERSR act: ER stress response induction in glioma | AID 602332 | U87-MG GRP78 promoter luciferase reporter, 16 h | actives 0.02% (n = 420,000) | Potency, µM, without a hit: at the top dose activation, usual class: activators; further: potency means the concentration at half of the fitted maximal effect; series mostly up to about 76 µM; % of control where 0% means no effect; nearly all actives have a fitted effect of over 35% in size
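Stably transfected U87-MG glioma cells carrying a GRP78-based luciferase sensor; 16 h compound incubation. Luminescence end-point read 10 min after Bright-Glo addition at room temperature.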
* = called active by the depositor; ? = inconclusive; . = not tested or not shown; & = joins results of further samples; [ ] = another dose, or the depositor's remark. Unless noted, the call rests on the fitted dose curve; in most records, active means well fitted curve in the direction sought with a large enough effect; inconclusive means small, poorly fitted or top-dose-only effect, or another doubt; inactive means no such curve, though single readings can be large; an effect the other way counts as inactive or inconclusive. This is a subset (hit frequency here may not be typical).

1: O=C(Nc1ccc(F)cc1Cl)C1CCN(C(=O)Nc2ccccc2)CC1
2: CC(Oc1ccc(F)cc1)C(=O)Nc1cc(Cl)ccc1-n1cncn1 (stereo not drawn)
3: CCCSc1ncc(Cl)c(C(=O)Nc2c(C(=O)c3ccc(C)cc3)oc3ccccc23)n1
4: CCOC(=O)N/N=C(\C)c1ccc(Br)cc1
5: COc1ccccc1CNC(=O)CCCCn1c(=O)c2ccccc2n(CC(=O)Nc2c(C)cc(C)cc2C)c1=O
6: COc1cc(CNC2CCCCCCC2)ccc1OCC(N)=O
7: COc1ccc(-c2nnn(Cc3ccccc3F)n2)cc1
8: COc1ccc(NC(=O)C/C(C)=N/NC(=O)C(=O)Nc2cccc(Cl)c2C)c(OC)c1
9: Cc1cccc(C)c1OCC(=O)N/N=C/c1ccncc1
10: COc1cc2c(cc1OC)C1=C(C#N)CN(C3CCCCC3)CN1CC2

compound no.	1	2	3	4	5	6	7	8	9	10
RXFP1 agonist	0.7%	2.5%	-1.2%	3.1%	3.0%	0.2%	-0.8%	1.6%	0.9%	2.9%
PI4K2A inh	0	-5	1	-4	2	-3	-12	-3	-4	5
TrxR1 substrate	-3%	-14%	13%	9%	-1%	-2%	-5%	3%	5%	10%[57.1 µM]
USP1 inh	-26%	-6%	-19%	-9%	-9%	-12%	-28%	-23%	-7%	-23%
Vif-A3G inh	-1%	-3%	.	1%	0%	0%	0%	1%	0%	-3%
Vif-A3F inh	-6%	-24%	.	-1%	4%	0%	-3%	-3%	0%	6%
LDHA inh	-1	-5	-8	-7	-5	-9	-5	4	-3	-2
mIDH1 inhibitor	-2%	4%	.	0%	0%	2%	10%	3%	5%	-7%
GRP78 ERSR act	5%	1%	.	4%	-2%	-3%	9%	-2%	1%	0%

Values by screen from the entries so far:
Nos. 1–10 in USP1 inh read -26%, -6%, -19%, -9%, -9%, -12%, -28%, -23%, -7%, -23%
Nos. 1–10 in Vif-A3G inh read -1%, -3%, ., 1%, 0%, 0%, 0%, 1%, 0%, -3%
Nos. 1–10 in LDHA inh read -1, -5, -8, -7, -5, -9, -5, 4, -3, -2

The list goes on:
11: CCCn1c(C(C)Nc2nc(-c3cccc(Br)c3)cs2)nc2ccccc21 (stereo not drawn)
12: COc1cccc(CN(C)C(=O)CCN=C2NS(=O)(=O)c3ccccc32)c1
13: Cn1c(C(=O)OC(C(=O)NC2CCCCC2)c2ccccn2)cc2sccc21 (stereo not drawn)
14: CCc1ccc(NC(=O)C(=O)NCC(c2ccc3c(c2)OCO3)N2CCN(C)CC2)cc1 (stereo not drawn)
15: COc1ccc(C(=O)N2CCN(C(=O)c3ccncc3)CC2)cc1
16: O=C(NCCCCc1ccccc1)C12CN(Cc3ccccc3)CC1C(c1ccc([N+](=O)[O-])cc1)=NO2 (stereo not drawn)
17: Cc1ccn2c(c1)nc(=O)c1cc(S(=O)(=O)N3CCCCC3)ccc12
18: Cc1cc[n+](-c2[nH]c(=O)sc2/C=N/NC([S-])=Nc2ccccc2)cc1
19: CCOc1ccc(N(CC(=O)N2CCOCC2)S(=O)(=O)c2ccc(Cl)cc2)cc1
20: COc1cc2c(cc1OC)CN(C(=O)COc1ccccc1[N+](=O)[O-])CC2

compound no.	11	12	13	14	15	16	17	18	19	20
RXFP1 agonist	1.3%	.	-0.2%	-1.3%	-0.5%	0.8%	4.9%&0.8%	-3.1%	-1.9%	-0.4%
PI4K2A inh	-1	-4	2	-3	12	-2	-5&-1	-22	5	6
TrxR1 substrate	-1%	-10%	-9%	0%[57.1 µM]	6%	-12%[57.1 µM]	192%[activator]	-18%	3%	-1%
USP1 inh	-28%	-23%	-8%	-13%	-19%	?	-17%&-11%	-10%	-17%	-10%
Vif-A3G inh	-2%	0%	0%	7%	3%	1%	0%&6%	-1%	6%	-2%
Vif-A3F inh	-20%	0%	-19%	-4%	0%	2%	3%&4%	?	?	-1%
LDHA inh	2	-4	-5	-2&-8	-1	1	-3&-8	3	0	-1
mIDH1 inhibitor	-4%	0%	3%	0%	-3%	3%	2%&-10%	-2%	5%	9%
GRP78 ERSR act	-2%	-2%	-1%	-3%	-4%	-3%	0%&-2%	-3%	-2%	-6%

21: CCn1ccc2cc(S(=O)(=O)N3CCCN(C(=O)Nc4ccc(C)c(F)c4)CC3)ccc21
22: COc1cccc(NC(=O)C23CCC(C)(C(=O)O2)C3(C)C)c1 (stereo not drawn)
23: CCCN1Cc2cccc(C(=O)Nc3ccc(CC)cc3)c2C1=O
24: Cc1ccc(NC2CCCN(C(=O)c3cccnc3)C2)cc1C (stereo not drawn)
25: Cc1ccc(NC(=O)OCc2cncs2)cc1
26: CCOC(=O)c1ccc(N2C(=O)c3n[nH]c(-c4cccs4)c3C2c2ccc(Cl)cc2Cl)cc1 (stereo not drawn)
27: COc1cc(NC(=O)C2CCCN(S(=O)(=O)c3cn(C)cn3)C2)cc(OC)c1 (stereo not drawn)
28: O=C(NN=C1CCCCC1)c1cc(-c2ccccc2)n[nH]1
29: O=C(NC1CCN(S(=O)(=O)c2ccccc2)CC1)c1cccc(F)c1
30: Cc1cc2nc3c(nc2cc1C)C(O)=C3O

compound no.	21	22	23	24	25	26	27	28	29	30
RXFP1 agonist	-0.6%	0.6%	-1.0%	-0.3%	-1.3%	19%	-0.3%	0.5%	-1.5%	0.3%
PI4K2A inh	-16	-11	5	-3	2	-1	0	-1	-3	-2
TrxR1 substrate	-10%[57.1 µM]	-6%	9%[57.1 µM]	1%	2%	-3%	0%[57.1 µM]	-7%	12%[57.1 µM]	1%
USP1 inh	-25%	-13%	-5%	-23%	-10%	-11%	-23%	-15%	-17%	-6%
Vif-A3G inh	2%	0%	-1%	3%	0%	-12%	1%	2%	-2%	-1%
Vif-A3F inh	3%	-6%	-3%	-3%	10%	2%	-5%	2%	-3%	4%
LDHA inh	-3	-8	-6	0	-3	-2	-14	2	-3	3
mIDH1 inhibitor	4%	8%	8%	-7%	1%	9%	-12%	-1%	7%	2%
GRP78 ERSR act	0%	4%	-4%	-3%	3%	-11%	-3%	-2%	-6%	-4%

31: Nc1c(C(=O)Nc2ccccc2F)sc2nc(-c3cccnc3)ccc12
32: N#CCSc1nc2ccccc2c(=O)n1CC1CCCC1
33: COc1ccc(-c2csc3ncnc(N4CCN(S(=O)(=O)c5cccs5)CC4)c23)cc1
34: CCOc1ccc(OCCCCN(C)C)cc1
35: CCCc1cc(C(=O)Nc2nccs2)cs1
36: Cc1cccc(C)c1Nc1nnc(SCC(=O)Nc2ncc(C(F)(F)F)cc2Cl)s1
37: O=C(CNC(=O)c1ccccc1)NCc1ccc(Cl)cc1

compound no.	31	32	33	34	35	36	37
RXFP1 agonist	0.0%	3.5%	-0.9%	-1.1%	-0.3%	0.1%	0.1%
PI4K2A inh	-1	0	3	-12	1	-11	9
TrxR1 substrate	-2%[57.1 µM]	-9%	-5%	1%	6%	-6%	-7%
USP1 inh	1%	-3%	-18%	-1%	-4%	-14%	-6%
Vif-A3G inh	-13%	-1%	-30%	2%	0%	-10%	-8%
Vif-A3F inh	-37%	-1%	4%	.	1%	?	1%
LDHA inh	-1	-6	-2	-12	-2	0	-3
mIDH1 inhibitor	2%	2%	3%	2%	15%	2%	-5%
GRP78 ERSR act	-1%	-2%	-3%	1%	2%	-6%	-2%

Molecules listed so far that contain a Cl atom, in the order listed:
1: O=C(Nc1ccc(F)cc1Cl)C1CCN(C(=O)Nc2ccccc2)CC1
2: CC(Oc1ccc(F)cc1)C(=O)Nc1cc(Cl)ccc1-n1cncn1 (stereo not drawn)
3: CCCSc1ncc(Cl)c(C(=O)Nc2c(C(=O)c3ccc(C)cc3)oc3ccccc23)n1
8: COc1ccc(NC(=O)C/C(C)=N/NC(=O)C(=O)Nc2cccc(Cl)c2C)c(OC)c1
19: CCOc1ccc(N(CC(=O)N2CCOCC2)S(=O)(=O)c2ccc(Cl)cc2)cc1
26: CCOC(=O)c1ccc(N2C(=O)c3n[nH]c(-c4cccs4)c3C2c2ccc(Cl)cc2Cl)cc1 (stereo not drawn)
36: Cc1cccc(C)c1Nc1nnc(SCC(=O)Nc2ncc(C(F)(F)F)cc2Cl)s1
37: O=C(CNC(=O)c1ccccc1)NCc1ccc(Cl)cc1

compound no.	1	2	3	8	19	26	36	37
RXFP1 agonist	0.7%	2.5%	-1.2%	1.6%	-1.9%	19%	0.1%	0.1%
PI4K2A inh	0	-5	1	-3	5	-1	-11	9
TrxR1 substrate	-3%	-14%	13%	3%	3%	-3%	-6%	-7%
USP1 inh	-26%	-6%	-19%	-23%	-17%	-11%	-14%	-6%
Vif-A3G inh	-1%	-3%	.	1%	6%	-12%	-10%	-8%
Vif-A3F inh	-6%	-24%	.	-3%	?	2%	?	1%
LDHA inh	-1	-5	-8	4	0	-2	0	-3
mIDH1 inhibitor	-2%	4%	.	3%	5%	9%	2%	-5%
GRP78 ERSR act	5%	1%	.	-2%	-2%	-11%	-6%	-2%
